Bioassay records: PubChem BioAssay, The Scripps Research Institute Molecular Screening Center
FBW7 activator = activators of human E3 ligase FBW7 | Q969H0 | AlphaScreen FBW7–phospho-cyclin E peptide binding, activator screen | normalized activity (activation), % at 26.1 µM | 650,000 compounds, 0.13% hits | AID 1259310; in the data active = normalized activity above about 1.9%;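 also: purified mutant Fbw7 with reduced substrate affinity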
TEAD-YAP inh = TEAD-YAP interaction inhibition. AID 1259422. HEK-TIYL cells, TEAD-Gal4/YAP UAS-luciferase luminescence. 640,000 compounds, 1.4% hits. inhibition, % at 9.12 µM; in the data active = inhibition above about 32%;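 also: 0% = median of test compound wells and 100% = reference inhibitor wells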
MITF inh = blocks human microphthalmia-associated transcription factor | O75030 | inhibition, % at 2.6 µM | AlphaScreen MITF homodimerization, bead proximity signal | AID 1259374 | 650,000 compounds, 0.91% hits; in the data active = inhibition above about 50%;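 also: 0% = vehicle wells with protein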
Target sequence (O75030 whole entry, looked up): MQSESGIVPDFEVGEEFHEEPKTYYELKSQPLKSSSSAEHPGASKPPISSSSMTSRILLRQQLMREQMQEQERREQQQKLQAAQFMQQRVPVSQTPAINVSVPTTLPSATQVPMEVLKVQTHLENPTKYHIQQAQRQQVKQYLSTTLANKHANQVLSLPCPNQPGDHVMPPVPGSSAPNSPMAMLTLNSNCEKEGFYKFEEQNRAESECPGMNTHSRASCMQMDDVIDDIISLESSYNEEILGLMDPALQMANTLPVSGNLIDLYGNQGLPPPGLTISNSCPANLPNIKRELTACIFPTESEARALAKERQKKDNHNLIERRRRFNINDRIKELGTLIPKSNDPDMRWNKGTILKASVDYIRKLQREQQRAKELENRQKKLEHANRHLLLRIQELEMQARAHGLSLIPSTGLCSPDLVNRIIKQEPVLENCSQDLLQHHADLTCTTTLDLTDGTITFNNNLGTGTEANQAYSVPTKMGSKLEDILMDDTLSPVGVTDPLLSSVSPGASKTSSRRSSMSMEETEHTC
GPR151 activ = activators of human GPR151; activation, % at 11.2 µM; PathHunter beta-arrestin GPR151 cells, luminescence; 650,000 compounds, 1% hits; in the data active = activation above about 4.9%;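 also: 0% = median of compound wells and 100% = cells with positive control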
Target sequence (Q8TDV0 whole entry, looked up): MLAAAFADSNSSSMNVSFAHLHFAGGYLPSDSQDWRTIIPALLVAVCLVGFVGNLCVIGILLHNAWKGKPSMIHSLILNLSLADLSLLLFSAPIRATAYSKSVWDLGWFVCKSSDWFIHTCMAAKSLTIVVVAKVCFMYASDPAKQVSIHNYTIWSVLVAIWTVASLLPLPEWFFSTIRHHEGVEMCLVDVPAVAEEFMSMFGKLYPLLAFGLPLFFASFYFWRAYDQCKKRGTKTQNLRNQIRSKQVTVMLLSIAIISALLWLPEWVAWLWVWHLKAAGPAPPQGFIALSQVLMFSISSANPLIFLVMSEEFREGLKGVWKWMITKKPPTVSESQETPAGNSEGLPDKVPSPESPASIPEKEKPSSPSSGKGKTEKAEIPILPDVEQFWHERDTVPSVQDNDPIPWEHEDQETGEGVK
* marks the source's active call; other numbers are inactive results.

entry	Compound	FBW7 activator	TEAD-YAP inh	MITF inh	GPR151 activ
1	CC1(C)CC2CC(C)(CN2C(=O)COc2cccnc2[N+](=O)[O-])C1 (configuration not stated)	0.1	-10.6	2.7	1.9
2	COc1ccc(C(=O)N(Cc2ccco2)Cc2cccs2)c(O)c1	0.1	14.2	-0.5	0.2
3	COc1ccc(Br)cc1C(=O)Nc1ccc(N2CCOCC2)c(Cl)c1	0.8	6.6	13.2	-0.6
4	COC(=O)COc1c(Cl)cc(/C=C(/C#N)c2ccc(C#N)cc2)cc1OC	-0.4	2.9	-13.5	-1.1
5	CCOC(=O)c1c(NC(=O)CSc2nnc(CNC(=O)c3ccccc3OC)n2-c2ccc(Br)cc2)sc2c1CCC2	0.0	2.3	13.5	-1.6
6	CCN(C(=O)CCc1nc(-c2ccc(C)cc2)no1)c1ccccc1	0.1	4.7	-9.3	-0.2
7	N#Cc1ccc(Oc2ccc(N3C(=O)c4ccc(C(=O)c5ccccc5)cc4C3=O)cc2)cc1	-0.1	-1.3	5.8	-1.1
8	O=C(Nc1ccc(Cl)cc1C(=O)O)c1ccc2c(c1)C(=O)N(CC1CCCO1)C2=O (configuration not stated)	0.0	9.2	-3.5	0.4
9	CCOc1ccc(-c2nc(CSCC(=O)NCC3CCCO3)c(C)o2)cc1 (configuration not stated)	-0.1	-5.6	-10.1	3.7
10	COc1ccc(C(=O)N(CCCN2C(=O)c3cccc4cccc(c34)C2=O)c2ccc(C)cc2)cc1	0.1	2.3	-4.0	0.0
11	CSCCCN1Cc2ccccc2OC(c2ccccc2)C1 (configuration not stated)	-0.1	-11.4	-3.4	-0.1
12	Cc1cc(C)c2oc(-c3ccc(C)c(NC(=O)c4ccccc4C)c3)nc2c1	-0.2	5.0	-22.2	-0.8
13	O=C(Nc1ccccc1Cl)OC/C=C/c1ccccc1	0.7	-7.1	1.4	-0.6
14	C=CCn1c(C)cc(C(=O)CSc2nnc(N)s2)c1C	0.1	39.5*	4.4	-5.7
15	Cc1ccc(NC(=O)c2cccs2)cc1NC(=O)COc1ccccc1	-0.1	0.7	9.3	-0.3

7 compounds drawn at random from those above:
entry	Compound	FBW7 activator	TEAD-YAP inh	MITF inh	GPR151 activ
7	N#Cc1ccc(Oc2ccc(N3C(=O)c4ccc(C(=O)c5ccccc5)cc4C3=O)cc2)cc1	-0.1	-1.3	5.8	-1.1
10	COc1ccc(C(=O)N(CCCN2C(=O)c3cccc4cccc(c34)C2=O)c2ccc(C)cc2)cc1	0.1	2.3	-4.0	0.0
8	O=C(Nc1ccc(Cl)cc1C(=O)O)c1ccc2c(c1)C(=O)N(CC1CCCO1)C2=O (configuration not stated)	0.0	9.2	-3.5	0.4
11	CSCCCN1Cc2ccccc2OC(c2ccccc2)C1 (configuration not stated)	-0.1	-11.4	-3.4	-0.1
5	CCOC(=O)c1c(NC(=O)CSc2nnc(CNC(=O)c3ccccc3OC)n2-c2ccc(Br)cc2)sc2c1CCC2	0.0	2.3	13.5	-1.6
3	COc1ccc(Br)cc1C(=O)Nc1ccc(N2CCOCC2)c(Cl)c1	0.8	6.6	13.2	-0.6
15	Cc1ccc(NC(=O)c2cccs2)cc1NC(=O)COc1ccccc1	-0.1	0.7	9.3	-0.3

Continued.
entry	Compound	FBW7 activator	TEAD-YAP inh	MITF inh	GPR151 activ
16	CCOC(=O)C1=NN(c2cccc(Cl)c2)C2C(=O)N(c3ccc(Cl)cc3)C(=O)C12 (configuration not stated)	0.0	0.7	5.9	0.3
17	CCc1ccc(-c2nn(-c3cc(Cl)ccc3N)c(=O)c3ccccc23)cc1	-0.3	5.7	6.2	1.8
18	COc1ccc(NC(=O)C2CCCO2)cc1OC (configuration not stated)	0.7	-2.4	14.2	3.0
19	Nc1c(C(=O)Nc2ccc([N+](=O)[O-])cc2)sc2nc3c(cc12)CCCCC3	0.1	1.5	5.2	0.7
20	O=C(CN1C(=O)CC(c2ccco2)Sc2ccccc21)NCCc1ccccc1 (configuration not stated)	0.0	10.2	6.5	-0.3
21	Cc1cccnc1NC(=O)CC1Oc2ccccc2NC1=O (configuration not stated)	0.0	-0.4	8.7	3.1
22	COCCOC(=O)c1c(C)oc2ccc(OCc3ccc(C)cc3)cc12	0.0	-0.5	12.9	-0.8
23	COc1cc(-c2ccc(OCCCc3ccccn3)nc2)cc(OC)c1OC	-0.3	13.7	0.2	0.1
24	O=C(c1cccc(C(=O)N2CCN(c3ccccc3)CC2)c1)N1CCN(c2ccccc2)CC1	-0.2	-7.4	-8.5	0.0
25	CNC(=O)Cn1cc(OCc2ccccc2F)c(=O)cc1C	-0.2	2.0	-7.5	-0.7
26	CCN(CC)c1nc(NCCOc2ccccc2)nc(Nc2ccc3ncccc3c2)n1	0.0	-5.2	-6.5	1.4
27	CSCCNC1CCN(c2ccc(NC(=O)COc3ccccc3)cc2)CC1	-0.1	3.2	0.8	0.5
28	CCOC(=O)c1ccc(N2NC(=O)/C(=C/c3cccc(OC)c3O)C2=O)cc1	0.0	9.2	22.5	-1.1
29	NC(=O)c1ccc(NC(=O)COC(=O)CC23CC4CC(CC(Br)(C4)C2)C3)cc1	0.0	-1.8	9.7	-1.6
30	Cc1ccc(C2=NC(C34CC5CC(CC(C5)C3)C4)C(=O)O2)cc1 (configuration not stated)	0.2	0.9	7.8	0.2

entry	Compound	FBW7 activator	TEAD-YAP inh	MITF inh	GPR151 activ
31	CN1C=C(C(F)(F)F)C=CC1=C(C#N)C#N	0.0	5.8	-4.5	-0.5
32	C=CCN(c1ccc(C(=O)N(C)Cc2ccccc2)cc1)S(C)(=O)=O	0.4	-10.1	14.7	-0.1
33	Nc1c(C(=O)Nc2nccs2)sc2nc3c(c(-c4cccs4)c12)CCC3	0.0	-2.5	1.6	0.1
34	Fc1ccc(-n2cc(-c3ccccc3)c3c(NCc4ccco4)ncnc32)cc1	0.0	-12.0	1.5	1.5
35	COc1cccc(NC(=O)Nc2nnc(CCc3ccccc3)s2)c1	0.2	15.0	1.3	0.1
36	COc1ccc(C(=O)CN2C(=O)C(C)(C)Oc3ccc(C(=O)N4CCCC4)cc32)cc1	0.7	0.3	15.0	-0.5
37	COc1cccc(C(=O)Nc2nc(-c3ccc(Cl)cc3)cs2)c1	1.4	-10.3	24.3	-0.5
38	CC(NC(=O)/C=C/c1ccco1)c1ccccc1 (configuration not stated)	0.0	2.5	9.2	5.1*
39	CCC(C)Sc1nnc(-c2cn(C)nc2OC)n1C (configuration not stated)	0.0	-2.7	1.6	0.8
40	C/C(=N/NC(=O)c1ccco1)c1ccc(O)cc1O	0.1	-54.1	-31.8	-2.8
41	O=c1oc2cc(O)ccc2cc1-c1nnc(Nc2ccc(Oc3ccc4ccccc4c3Cl)c(Cl)c2)s1	-0.1	0.4	7.7	1.3
42	CSc1ccc(/C=C/C(=O)c2ccc(S(=O)(=O)N(C)C)cc2)cc1	0.0	5.5	13.6	-1.2
43	O=C(O)c1ccc(NC(=O)c2cccc(Br)c2)cc1	-0.1	0.1	-8.1	-3.7
44	COc1ccc(-n2nc(C(=O)NCC(=O)NC(C)C)c3ccccc3c2=O)cc1	-0.1	8.9	7.8	-2.4
45	CCOC(=O)C1=C(C)NC2=C(C(=O)CC(C)(C)C2)C1c1cccc(O)c1 (configuration not stated)	0.0	-4.2	2.6	0.4

entry	Compound	FBW7 activator	TEAD-YAP inh	MITF inh	GPR151 activ
46	CC(C)N(CCNc1ccnc(-c2csc3ccccc23)n1)C(C)C	-0.1	-8.6	3.3	-0.8
47	Nc1cccc(-c2cc(C(=O)NC3CCN(Cc4ccccc4)CC3)ccn2)c1	0.0	4.9	0.3	-2.0
48	COC(=O)c1cc(C(=O)OC)cc(-n2c(C)cc(C=O)c2C)c1	-0.2	-0.7	5.4	1.3
49	NS(=O)(=O)c1ccc(CCNC(=S)Nc2ccc(F)cc2)cc1	-0.1	2.6	12.6	0.7
50	CC(C#N)OC(=O)c1ccc(S(=O)(=O)N2CCOCC2)cc1 (configuration not stated)	0.0	-0.4	5.6	0.1
51	Cc1cccc(Cn2c(NCCc3ccccc3)nc3c2c(=O)n(C)c(=O)n3C)c1	-0.2	3.5	-8.7	0.2
52	CC(C)n1cnc2c(NCc3cccnc3)nc(-c3ccc(C(N)=O)cc3)nc21	-0.1	38.8*	26.2	0.0
53	CC(=O)Nc1nc2ccccc2n1Cc1ccccc1	0.1	8.6	15.4	-0.9
54	CC(C)c1ccc(NC(=O)C2C3C=CC4(O3)C2C(=O)N(C2CCCCCC2)C4C(=O)NC2CCCCC2C)cc1 (configuration not stated)	-0.1	2.2	3.9	-0.6
55	O=C(Nc1nc2ccc3ccccc3c2s1)c1cc(Cl)ccc1[N+](=O)[O-]	-0.1	10.0	5.8	0.4
56	COc1ccc(N2CC(NC(=O)N(CCO)C(C)C)CC2=O)cc1OC (configuration not stated)	-0.2	-3.7	-6.7	-2.6
57	Cc1ccc2c(CC(=O)N(Cc3nnc(-c4ccccc4)o3)C(C)C)coc2c1	0.1	-0.6	9.4	0.2
58	Cc1c(NC(=O)c2ccc(N(C)S(=O)(=O)c3ccccc3)cc2)c(=O)n(-c2ccccc2)n1C	0.4	5.7	5.2	0.1
59	COc1cccc2cc(C(=O)Nc3ccc(Cl)cc3Cl)c(=N)oc12	0.1	6.3	3.5	-0.9
60	Cc1ccc(S(=O)(=O)Nc2ccc(O)c(C(C)(C)C)c2)cc1	-0.1	9.1	-7.7	0.1

entry	Compound	FBW7 activator	TEAD-YAP inh	MITF inh	GPR151 activ
61	CN(C)C(CNc1nnnn1-c1ccccc1)c1ccccc1 (configuration not stated)	0.0	-4.9	-2.1	2.3
62	CN(C)S(=O)(=O)c1cccc(NC(=O)COc2ccc([N+](=O)[O-])c3cccnc23)c1	-0.2	-1.6	6.8	-1.2
63	Cc1ccc(NCN2C(=O)C3C4C=CC(C4)C3C2=O)cc1Cl (configuration not stated)	0.0	-0.2	6.7	1.4
64	CCOCCOC(=O)c1ccc(NC(=O)c2cccc(Cl)c2)cc1	0.2	-8.1	2.2	-2.8
65	COc1ccc(CN2CCNC(=O)C2CC(=O)NCCC2=CCCCC2)c(F)c1 (configuration not stated)	-0.2	6.7	-6.1	-0.3
66	COc1ccc(CNC(=O)c2ccc(Cn3c(=S)[nH]c4ccccc4c3=O)cc2)cc1	-0.1	-9.5	5.9	1.4
67	Oc1ccc(/C=N/NC(=S)Nc2cccnc2)c(O)c1O	-1.2	-6.4	84.0*	-0.8
68	CN(C)c1ccc(CN2CCN(CCO)CC2)cc1	-0.4	-5.5	76.9*	1.1
69	COc1ccc(NC(=O)c2ccccc2NS(=O)(=O)c2ccccc2)cc1Cl	0.3	-4.5	5.3	-1.7
70	N#CC1=C(N)Oc2n[nH]c(-c3ccc(F)cc3)c2C12C(=O)N(CC(=O)O)c1ccccc12 (configuration not stated)	0.1	3.2	12.6	1.6
71	CCCCNC(=O)CSc1nc2ccccc2c2nc(CCc3c[nH]c4ccccc34)nn12	0.0	-3.1	3.1	-0.5
72	COc1ccc(/C=C2\N=C(c3ccc(-c4ccccc4)cc3)OC2=O)c(OC)c1	0.0	0.3	-3.5	0.8
73	Nc1cc2c(cc1C(=O)c1cccc(Br)c1)OCCO2	-0.1	5.3	-2.2	5.4*
74	CC(C)C(=O)N(C)c1nnc(C23CC4CC(CC(C4)C2)C3)s1	0.1	-4.3	-2.0	-0.2
75	O=C(CC1C(=O)NCCN1Cc1ccccc1C(F)(F)F)NCCSc1ncn[nH]1 (configuration not stated)	-0.1	-8.4	2.8	-2.0

Limited to MITF inh, for two of the compounds above:
cpd | structure | MITF inh
64 | CCOCCOC(=O)c1ccc(NC(=O)c2cccc(Cl)c2)cc1 | 2.2
74 | CC(C)C(=O)N(C)c1nnc(C23CC4CC(CC(C4)C2)C3)s1 | -2.0

Further compounds
entry	Compound	FBW7 activator	TEAD-YAP inh	MITF inh	GPR151 activ
76	Cc1cccc(C(=O)NCCN2CCOC(c3ccccc3)C2)c1 (configuration not stated)	0.1	7.8	-12.8	0.7
77	CCOC(=O)/C(C#N)=C/c1ccc(-c2cc([N+](=O)[O-])ccc2OC)o1	0.0	9.3	7.6	0.0
78	Cc1nn(-c2ccccc2)c(C)c1CNC(=O)c1cccc(Br)c1	0.3	7.7	19.8	0.9
79	Oc1ccc(Cl)c(C=NCC2COc3ccccc3O2)c1 (configuration not stated)	-0.1	-2.3	7.4	-0.5
80	O=C(Nc1ccc2c(c1)OCCO2)C(=O)Nc1cccc2ncccc12	0.2	-2.3	8.0	0.1
81	NNC(=O)c1ccc(OCC(O)CN2CCN(c3ccccc3)CC2)cc1 (configuration not stated)	0.2	2.6	15.9	0.0
82	c1ccc(N=c2scc(-c3ccccc3)n2Cc2cccnc2)cc1	-0.6	-5.9	20.0	0.3
83	CN1C(=O)/C(=C/C=C2\SCCN2C)OC1=S	1.1	-37.5	7.9	-1.5
84	COC(=O)c1cc(OC)c(OC)cc1NC(=O)Cc1ccc(Cl)cc1	0.2	-5.7	9.1	1.6
85	Cc1cc(C)c2nc(-c3ccccn3)cc(C(=O)NCc3ccc(S(N)(=O)=O)cc3)c2c1	-0.2	8.6	-2.0	-0.2
86	CCOC(=O)C1(CCCc2ccccc2)CCN(C(=O)CN(C)Cc2cccnc2)CC1	0.0	-1.1	-11.0	0.3
87	O=C(Nc1cccnc1)c1sc2cccc(F)c2c1Cl	-0.2	-34.8	-8.8	-0.2
88	COC(=O)c1cccc2c1NC(c1ccc(Cl)cc1Cl)C1CC=CC21 (configuration not stated)	-0.1	2.4	-2.0	1.2
89	COc1ccccc1CNc1nc(CN2CCCC(OC)C2)nc2c(C)cccc12 (configuration not stated)	-0.1	20.5	-67.0	0.4
90	COc1ccccc1N1CCN(C(=O)COc2cccc(C)c2)CC1	0.1	2.3	9.3	-0.3
91	Cc1cc2ncn(/N=C/c3cccnc3)c2cc1C	0.6	-18.1	15.4	-0.4
